Assay outcomes: PubChem, National Center for Advancing Translational Sciences (NCATS)
MLL CXXC-DNA inh: qHTS Fluorescence Polarization Assay for Inhibitors of MLL CXXC domain - DNA interaction | Histone-lysine N-methyltransferase 2A (Homo sapiens), Q03164 | MLL-CXXC / FITC-HOXA9 DNA fluorescence polarization | Potency, µM (top dose mostly 115 µM), inactives show top-dose activity change, negative = inhibition, actives largely listed as inhibitors | 290,000 compounds, 0.037% hits | AID 2662, 2010; active = well fitted inhibition curve with a large enough effect in the polarisation, with a control signal flat, not every such curve was filed as active; inconclusive = small, poorly fitted or top-dose-only effect, or effect the other way, or a change in a side signal; inactive = no such curve, though single readings can be large or run the other way; the % refers to the polarisation; also: potency is read from the fitted curve at half-maximal effect
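Purified MLL-CXXC (added from a 7 uM solution) was preincubated 5 min at ambient with pinned compounds in 50 mM Tris-HCl pH 7.5, 50 mM NaCl, 1 mM DTT, 0.05% BSA. Fluorescein-labeled HOX-A9 DNA (50 nM solution) followed, 30 min, then polarization read.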
Coupling enz: qHTS Assay for Inhibitors of Fructose-1,6-bisphosphate Aldolase from Giardia Lamblia: Coupling assay counterscreen; coupling enzyme system counterscreen, AmpLite Red fluorescence; activity change, negative = inhibition, % at 58.2 µM, hits read low; 290,000 compounds, 0.67% hits; AID 2472, 2010; in the data active = activity change below about -30%; also: % is scaled to controls: 0 for no effect and ±100 for the full control effect
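Fluorescence at 525 nm excitation and 598 nm emission measured inhibition of the coupled detection system without aldolase. Compounds (at 57.5 uM final) were preincubated 10 min at room temperature with coupling enzyme reagent before a 20 min substrate/AmpLite Red step.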
* marks the source's active call; other numbers are inactive results; ? = inconclusive; & = joins results of further samples; [ ] = dose if it differs, or a comment. Not all compounds are listed; the hit share may differ from the screen's.

Values run as follows: MLL CXXC-DNA inh | Coupling enz
- O=C(O)c1ccc(S(=O)(=O)N(Cl)Cl)cc1
    ? | 0
- FC(F)(F)c1cc(CO[C@H]2CCCN[C@H]2c2ccccc2)cc(C(F)(F)F)c1
    10% | -6
- NCCNS(=O)(=O)c1cccc2cnccc12
    -21% | 0&-3
- CC(=O)OCC(=O)[C@@]12OC3(CCCC3)OC1CC1C3CCC4=CC(=O)C=C[C@@]4(C)[C@]3(F)C(O)C[C@]12C (some centres undefined)
    -11% | -2
- CCCCCCCCCCCCCCCCCCOCC(O)CO (centres undefined)
    -1% | 0
- OCC(O)C(O)C(O)C(O)CO (centres undefined)
    -1%&-1% | 0&2
- CCC(=O)O[C@@]1(C(=O)CCl)C(C)CC2C3CCC4=CC(=O)C=C[C@@]4(C)[C@]3(F)C(O)C[C@]21C (some centres undefined)
    -9% | -6
- CCCN(CCC)CCc1cccc2c1CC(=O)N2
    5% | -1
- Cc1nc(N=Nc2ccc(S(=O)(=O)O)cc2S(=O)(=O)O)c(COP(=O)(O)O)c(C=O)c1O
    -19% | 3
- CC1C2CCC3C4CC=C5CC(N(C)C)CC[C@@]5(C)C4CC[C@@]32CN1C (some centres undefined)
    -1% | 1
- NC(=O)c1cccc(N)c1
    1% | 1&-3
- NC(=O)c1cc[n+](CC2=C(C(=O)O)N3C(=O)[C@@H](NC(=O)[C@H](c4ccccc4)S(=O)(=O)[O-])[C@@H]3SC2)cc1
    -5%[51.4 µM] | 2
- O=C(OOC(=O)c1ccccc1)c1ccccc1
    9% | 2&2
- CN1C(=O)OC(C)(C)C1=O
    0%[51.4 µM] | 3
- Cc1ccc(S(=O)(=O)NC(=O)NN2C[C@H]3CCC[C@@H]3C2)cc1
    -4%[51.4 µM] | 6
- O=C(CCCCCCCCCCCCC1CCCC1)Nc1ccc(S(=O)(=O)c2ccc(NC(=O)CCCCCCCCCCCCC3CCCC3)cc2)cc1
    3% | 3
- Cc1nc2c(OCc3ccccc3)cccn2c1CC#N
    3% | 2
- C[Se]CCC(N)C(=O)O (centres undefined)
    0% | 2
- CCC[C@H]1C(=O)N2C(N(C)C)=Nc3ccc(C)cc3N2C1=O
    -1%[51.4 µM] | 1
- CC[C@@]12CCCN3CCc4c(n(c5ccccc45)C(=O)C1)[C@H]32
    -2%[51.4 µM] | 1
- CC1CCN(CCCC(=O)c2ccc(F)cc2)CC1
    10% | 2
- O=C(Cc1cccs1)NC1C(=O)N2C(C(=O)[O-])=C(C[n+]3ccccc3)CSC12 (centres undefined)
    5% | -2
- CO[C@H]1[C@H](O[C@H]2O[C@@H](C)[C@@H](O[C@@H]3C[C@](C)(O)[C@H](OC(=O)CC(C)C)[C@H](C)O3)[C@@H](N(C)C)[C@@H]2O)[C@@H](CC=O)C[C@@H](C)[C@@H](O)/C=C\C=C/C[C@@H](C)OC(=O)C[C@H]1OC(C)=O
    2%[51.4 µM] | 4
- Oc1cccc(O)c1
    -9% | 3
- CCCCS(=N)(=O)CCC(N)C(=O)O (centres undefined)
    -8% | 5
- C=CC[C@@H]1/C=C(\C)C[C@H](C)C[C@H](OC)[C@H]2O[C@@](O)(C(=O)C(=O)N3CCCC[C@H]3C(=O)O[C@H](/C(C)=C/[C@@H]3CC[C@@H](O)[C@H](OC)C3)[C@H](C)[C@@H](O)CC1=O)[C@H](C)C[C@@H]2OC
    -3% | -8&-5
- CC(=O)Nc1ccc(S(=O)(=O)Nc2ccc([N+](=O)[O-])cc2)cc1
    5% | -1
- C[C@@H]1C[C@H]2[C@H]3C[C@@H](F)C4=CC(=O)C=C[C@]4(C)[C@@]3(Cl)[C@@H](O)C[C@@]2(C)[C@@H]1C(=O)COC(=O)C(C)(C)C
    7% | -14
- COC(=O)[C@@H]1[C@@H]2C[C@H]3c4[nH]c5cc(OC)ccc5c4CCN3C[C@@H]2C[C@H](OC(=O)/C=C\c2cc(OC)c(OC)c(OC)c2)[C@H]1OC
    0%[51.4 µM] | -3
- C[C@@H](CN(C)C)CN1c2ccccc2CCc2ccccc21
    7%[51.4 µM] | -2

Other results follow.
Values run as follows: MLL CXXC-DNA inh | Coupling enz
- CCCCCCCCCCCCCCCCCCCCCCO
    -4% | 0&-2
- COc1cc2c(cc1OC)-c1cc(=Nc3c(C)cc(C)cc3C)n(C)c(=O)n1CC2
    -5% | 0
- COc1cc(C(=O)N2CCOCC2)cc(OC)c1OC
    2%&-3% | 3
- NC[C@@H]1O[C@H](O[C@@H]2[C@H](O[C@@H]3O[C@H](CO)[C@@H](O)[C@@H]3O)[C@@H](O)[C@@H](N)C[C@H]2N)[C@@H](N)[C@H](O)[C@@H]1O
    -4%[51.4 µM] | 3
- O=C(O)/C=C\c1ccc(Cn2ccnc2)cc1
    -6%[51.4 µM] | -1
- Clc1nccc2c1ccc1ccccc12
    -8% | -3
- C#C[C@]1(O)CC[C@@H]2[C@H]3CCC4=CCCC[C@@H]4[C@@H]3CC[C@@]21C
    -5%[51.4 µM] | 2
- O=C(O)[C@@H]1C[C@@H](C(=O)O)N1
    -5% | 0
- COc1cc(N[C@@H](C)CCCN)c2ncccc2c1
    -1%[51.4 µM] | -33*
- CCCCC[C@H](O)/C=C/[C@@H]1[C@H]2C/C(=C/CCCC(=O)O)O[C@H]2C[C@H]1O
    0% | 1
- CCOC(=O)COc1ccc2c(C)c(CCN(CC)CC)c(=O)oc2c1Cl
    9% | -1
- OCC1OC([S-])[C@H](O)C(O)C1O.[Au+] (some centres undefined)
    -10% | 1
- CC1=C(/C=C/C(C)=C/C=C/C(C)=C/C=C/C=C(C)/C=C/C=C(C)/C=C/C2=C(C)C(=O)CCC2(C)C)C(C)(C)CCC1=O
    -10% | 1
- C=C(C)C1CC=C(C(=O)O)CC1 (centres undefined)
    -9% | 8
- CN1C[C@H](C(=O)N[C@]2(C)O[C@@]3(O)C4CCCN4C(=O)[C@H](Cc4ccccc4)N3C2=O)C[C@@H]2c3cccc4[nH]cc(c34)C[C@H]21 (some centres undefined)
    -7% | -1
- NCC1CCC(N)C(O[C@@H]2C(O)[C@H](O[C@H]3OC(CO)C(O)C(N)C3O)[C@@H](N)C[C@H]2N)O1 (some centres undefined)
    4% | 1
- COP(=O)(OC)OC(c1ccc(Cl)cc1)P(=O)(OC)OC (centres undefined)
    5% | 4
- CCC(C)C1NC(=O)C(CCNCS(=O)(=O)O)NC(=O)C(NC(=O)C(CCNCS(=O)(=O)O)NC(=O)C(NC(=O)C(CCNCS(=O)(=O)O)NC(=O)CCCCC(C)C)C(C)O)CCNC(=O)C(C(C)O)NC(=O)C(CCNCS(=O)(=O)O)NC(=O)C(CCNCS(=O)(=O)O)NC(=O)C(C(C)CC)NC1=O (centres undefined)
    -9% | 0
- OCCN1CC(O)C(O)C(O)C1CO (centres undefined)
    1% | 0
- C[C@H](C(=O)O)c1cccc(Oc2ccccc2)c1
    -11%[51.4 µM] | 1
- CCCCc1ccc2nc(NC(=O)OC)[nH]c2c1
    0%[51.4 µM] | -2
- CN1[C@@H]2CC[C@H]1CC(OC(=O)[C@@H](O)c1ccccc1)C2 (some centres undefined)
    -2%&-3% | 3
- O=C(O)Cc1ccc(CCNS(=O)(=O)c2ccc(Cl)cc2)cc1
    6% | 1
- CC(C)NC[C@H]1CCc2cc(CO)c([N+](=O)[O-])cc2N1
    5%[51.4 µM] | 0
- C[C@@H](C(=O)O)c1ccc(-c2ccccc2)c(F)c1
    -2%[51.4 µM] | 19&9
- CN(Cc1ccc(C(C)(C)C)cc1)Cc1cccc2ccccc12
    7% | 0
- CCOC(=O)C(CCc1ccccc1)NC(C)C(=O)N1Cc2cc(OC)c(OC)cc2CC1C(=O)O (centres undefined)
    -3% | 1
- CC(=O)[C@]1(O)CCC2C3C=C(Cl)C4=CC(=O)C5CC5[C@@]4(C)C3CC[C@]21C (some centres undefined)
    -4% | 1
- CC(C)N=C(N)/N=C(\N)Nc1ccc(Cl)cc1
    -9%[51.4 µM] | 0
- C[C@@H](O)[C@H]1C(=O)N2C(C(=O)O)=C(S[C@@H]3CN[C@H](C(=O)N(C)C)C3)[C@H](C)[C@H]12
    -1% | -1

2 compounds drawn at random from those above:
Values run as follows: MLL CXXC-DNA inh | Coupling enz
- O=C(O)c1ccc(S(=O)(=O)N(Cl)Cl)cc1
    ? | 0
- C[C@@H](O)[C@H]1C(=O)N2C(C(=O)O)=C(S[C@@H]3CN[C@H](C(=O)N(C)C)C3)[C@H](C)[C@H]12
    -1% | -1

Next structures:
Values run as follows: MLL CXXC-DNA inh | Coupling enz
- NCC(O)CC(=O)O (centres undefined)
    -1% | 1
- COc1ccc2cc(C(C)CO)ccc2c1 (centres undefined)
    13% | 2
- CN(C)CCc1c[nH]c2ccc(CC3COC(=O)N3)cc12 (centres undefined)
    ? | 1
- Cc1[nH]c(C)c(Cl)c(=O)c1Cl
    -4% | 2
- CC(C)(C)NC[C@H](O)c1cc(O)cc(O)c1
    ? | -6
- CN(C/C=C\c1ccccc1)Cc1cccc2ccccc12
    -2% | 1
- CC(=O)OCC(=O)[C@@]1(O)[C@H](C)C[C@@H]2[C@H]3CCC4=CC(=O)C=C[C@]4(C)[C@]3(F)[C@@H](O)C[C@@]21C
    1%[51.4 µM] | -3
- CCOc1ccc2nc3cc(N)ccc3c(N)c2c1
    -29% | -26
- CCN(CC)CCC[C@H](C)Nc1ccnc2cc(Cl)ccc12
    -1% | 2
- CC(=O)Oc1cccc(O)c1
    4% | -2
- O=C1O[C@H](CN2CCOCC2)CN1/N=C\c1ccc([N+](=O)[O-])o1
    ? | -1
- CC(C)Cc1ccc([C@@H](C)C(=O)NS(C)(=O)=O)cc1
    11% | 22
- O=C(C1CCCCC1)N1CC(=O)N2CCc3ccccc3[C@@H]2C1
    2% | 2
- COc1cc(NCc2ccc3nc(N)nc(N)c3c2C)cc(OC)c1OC
    12% | -46*
- NC/C=C/C(=O)O
    -2% | 2
- CC(N)=NCc1cccc(CN)c1
    -11% | 0&1
- CC1(C)[C@@H]2CC[C@@]1(C)C(=O)C2
    7% | -1&-4
- C=CCOc1ccc(CC(=O)O)cc1Cl
    1% | 3&8
- CO[C@]1(NC(=O)CSCC#N)C(=O)N2C(C(=O)O)=C(CSc3nnnn3C)CS[C@H]21
    -6% | -6
- C1CCN2C[C@@H]3C[C@@H](CN4CCCC[C@H]34)[C@H]2C1
    -9%[51.4 µM] | 2

A different layout for part of the listing above.
Structure	MLL CXXC-DNA inh	Coupling enz
CC(C)N=C(N)/N=C(\N)Nc1ccc(Cl)cc1	-9%[51.4 µM]	0
C[C@@H](O)[C@H]1C(=O)N2C(C(=O)O)=C(S[C@@H]3CN[C@H](C(=O)N(C)C)C3)[C@H](C)[C@H]12	-1%	-1
NCC(O)CC(=O)O (centres undefined)	-1%	1
COc1ccc2cc(C(C)CO)ccc2c1 (centres undefined)	13%	2
CN(C)CCc1c[nH]c2ccc(CC3COC(=O)N3)cc12 (centres undefined)	?	1
Cc1[nH]c(C)c(Cl)c(=O)c1Cl	-4%	2
CC(C)(C)NC[C@H](O)c1cc(O)cc(O)c1	?	-6
CN(C/C=C\c1ccccc1)Cc1cccc2ccccc12	-2%	1
CC(=O)OCC(=O)[C@@]1(O)[C@H](C)C[C@@H]2[C@H]3CCC4=CC(=O)C=C[C@]4(C)[C@]3(F)[C@@H](O)C[C@@]21C	1%[51.4 µM]	-3
CCOc1ccc2nc3cc(N)ccc3c(N)c2c1	-29%	-26
CCN(CC)CCC[C@H](C)Nc1ccnc2cc(Cl)ccc12	-1%	2
CC(=O)Oc1cccc(O)c1	4%	-2
O=C1O[C@H](CN2CCOCC2)CN1/N=C\c1ccc([N+](=O)[O-])o1	?	-1
CC(C)Cc1ccc([C@@H](C)C(=O)NS(C)(=O)=O)cc1	11%	22
O=C(C1CCCCC1)N1CC(=O)N2CCc3ccccc3[C@@H]2C1	2%	2
COc1cc(NCc2ccc3nc(N)nc(N)c3c2C)cc(OC)c1OC	12%	-46*
NC/C=C/C(=O)O	-2%	2
CC(N)=NCc1cccc(CN)c1	-11%	0&1
CC1(C)[C@@H]2CC[C@@]1(C)C(=O)C2	7%	-1&-4
C=CCOc1ccc(CC(=O)O)cc1Cl	1%	3&8
CO[C@]1(NC(=O)CSCC#N)C(=O)N2C(C(=O)O)=C(CSc3nnnn3C)CS[C@H]21	-6%	-6
C1CCN2C[C@@H]3C[C@@H](CN4CCCC[C@H]34)[C@H]2C1	-9%[51.4 µM]	2
